KCNQ2 inh: KCNQ2 potassium channel inhibitors, primary screen, cell-based, CHO-K1, FluxOR thallium flux, B-score (AID 2156) | B-score at 10 µM | 1.1% of 310,000 active | Potassium voltage-gated channel subfamily KQT member 2 (Rattus norvegicus), O88943 | 20 min; stronger effect = lower value;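 active = fluorescence ratio B-score at most minus 3 library SDs, with starting brightness B-score within 2 library SDs, cut at about -5.5 in these data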
Target sequence (O88943 whole entry, looked up): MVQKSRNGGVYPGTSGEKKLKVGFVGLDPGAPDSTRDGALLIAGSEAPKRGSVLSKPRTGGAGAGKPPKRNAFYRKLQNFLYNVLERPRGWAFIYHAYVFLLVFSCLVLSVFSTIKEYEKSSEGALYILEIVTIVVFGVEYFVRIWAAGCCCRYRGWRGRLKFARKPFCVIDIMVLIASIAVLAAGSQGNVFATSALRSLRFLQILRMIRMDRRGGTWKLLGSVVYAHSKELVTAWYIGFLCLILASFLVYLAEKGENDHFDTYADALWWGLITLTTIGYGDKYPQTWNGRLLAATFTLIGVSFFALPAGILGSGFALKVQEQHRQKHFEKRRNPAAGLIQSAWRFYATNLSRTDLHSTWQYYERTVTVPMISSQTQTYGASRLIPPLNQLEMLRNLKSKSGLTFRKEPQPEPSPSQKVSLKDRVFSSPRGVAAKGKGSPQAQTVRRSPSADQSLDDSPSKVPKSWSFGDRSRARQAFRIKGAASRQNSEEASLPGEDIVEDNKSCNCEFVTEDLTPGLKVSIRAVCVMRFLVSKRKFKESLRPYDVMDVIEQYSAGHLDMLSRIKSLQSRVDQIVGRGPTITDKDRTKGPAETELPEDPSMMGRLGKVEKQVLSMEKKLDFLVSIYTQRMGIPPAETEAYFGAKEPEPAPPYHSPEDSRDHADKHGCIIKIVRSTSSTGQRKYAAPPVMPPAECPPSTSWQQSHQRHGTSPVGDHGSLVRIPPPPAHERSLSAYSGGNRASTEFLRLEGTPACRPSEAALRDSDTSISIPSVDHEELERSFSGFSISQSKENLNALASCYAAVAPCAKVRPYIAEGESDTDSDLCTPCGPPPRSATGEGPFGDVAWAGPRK
CHT block: inhibitors of human choline transporter CHT; High affinity choline transporter 1 (Homo sapiens), Q9GZV3; CHT-expressing cells, membrane potential dye, choline response; stronger effect = lower value; B-score at 10 µM; 0.86% of 310,000 active;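 active = B-score over 3 SD under the library average, and starting fluorescence ratio not unusually high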;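 note: choline stimulus applied at its EC90 after an EC20 pre-addition; B-score computed on integrated fluorescence ratio after choline addition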
* hit, by the source's call; i = inactive; x = not tested or not shown.

SMILES	KCNQ2 inh	CHT block
CC1(C)Cc2ccccc2-c2nc3ccccc3c(=O)n21	i	i
CCOc1ncccc1C(=O)OCc1cccc([N+](=O)[O-])c1	i	i
CCOC(=O)C1=C(O)/C(=C/c2ccccn2)SC1=Nc1ccc(Cl)cc1	i	i
O=C(OCC(=O)N1CCN(c2ccccc2)CC1)c1ccccc1NCCO	i	i
NC(=O)N/N=C/CCc1ccccc1	i	i
Cc1ccc(C(=O)N/C(=C\c2ccco2)C(=O)NC2CCS(=O)(=O)C2)cc1 (stereo not given)	i	i
O=C(COc1ccc(C2SCCS2)cc1)NNC(=O)C(Cl)Cl	i	i
Cc1ccc(CSc2nc3c(c(SCC(=O)O)n2)CCCC3)cc1	i	i
CN1C(=O)NC(c2ccc([N+](=O)[O-])cc2)C2=C1CC(C)(C)CC2=O (stereo not given)	i	i
O=C(CN1C(=O)/C(=C\c2ccccc2Cl)Oc2ccccc21)NCc1cccnc1	i	i
O=C(Nc1ccc(C(=O)O)cc1)/C(=C\c1ccccc1)NC(=O)c1ccc(Br)cc1	i	i
CCCCNS(=O)(=O)c1ccc(S(=O)(=O)n2cnc3ccccc32)cc1	x	i
CCOC(=O)Cc1[nH]nc2c1C(c1ccoc1)C(C#N)=C(N)O2 (stereo not given)	i	i
COc1ccccc1C(=O)N/C(=C/c1ccccc1)C(=O)NC(CCSC)C(=O)O (stereo not given)	i	i
O=C(CSc1n[nH]c(=O)[nH]c1=O)NC1CC1	i	i
COc1ccc(C2C3=C(CC(C)(C)CC3=O)Oc3ncn(Cc4ccco4)c(=N)c32)cc1 (stereo not given)	i	i
C/C(=N\NS(=O)(=O)c1ccccc1)c1ccc2c(c1)OCO2	i	i
C=CCCCCCCCCc1nc(=S)[nH][nH]1	i	i
CC(CS(=O)(=O)c1ccc2c(c1)NC(=O)CS2)C(=O)N1CCN(c2cccc(Cl)c2)CC1 (stereo not given)	i	i
CSC1=NC(NCCCO)c2c(sc3c2CC(C)(C)OC3)N1 (stereo not given)	i	i

Already shown: entries from further up.
SMILES	KCNQ2 inh	CHT block
CC1(C)Cc2ccccc2-c2nc3ccccc3c(=O)n21	i	i
CCOc1ncccc1C(=O)OCc1cccc([N+](=O)[O-])c1	i	i
CCOC(=O)C1=C(O)/C(=C/c2ccccn2)SC1=Nc1ccc(Cl)cc1	i	i

New compounds follow.
SMILES	KCNQ2 inh	CHT block
S=C1NCCOCCOCCOCCN1	i	i
CCc1cccc(CC)c1NC(=O)COC(=O)c1cccc(S(=O)(=O)N2CCc3ccccc3C2)c1	i	i
CCCCN(C)C(=O)c1oc2ccc(S(=O)(=O)N3CCCCCC3)cc2c1C	-5.6*	i
CCc1ccc(NS(=O)(=O)c2ccc3c(c2)CCN3C(=O)CCC(=O)O)cc1	i	i
CC1CCc2sc3c(c2C1)c1ncnn1c(=O)n3CC(=O)c1ccc(Br)cc1 (stereo not given)	i	i
CCn1c(=O)c2sccc2n(Cc2cc(C(=O)OC)ccc2OC)c1=O	i	i
CC(C)(C)NC(=O)CCN(/N=C/c1ccc([N+](=O)[O-])o1)C1=NS(=O)(=O)c2ccccc21	x	i
COc1ccc(C2CC(C(F)(F)F)n3nc(C(=O)Nc4ccc5c(c4)OCO5)cc3N2)cc1 (stereo not given)	i	i
CCOc1c(Br)cc(/C=N\NC(=O)c2ccccc2)cc1OC	i	i
O=C(NCCc1ccc(Cl)cc1)c1ccc(CNc2c(N3CCOCC3)c(=O)c2=O)cc1	i	i
Cc1cccc2cc(COC(=O)c3ccccn3)c(=O)[nH]c12	i	i
S=C(NCc1ccccc1)Nc1ccc(Cl)cc1	i	i
COc1cc2ncnc(NCc3ccccc3F)c2cc1OC	i	i
O=C1CC(c2ccsc2)c2cc3c(cc2N1)OCCO3 (stereo not given)	i	i
Cc1ccccc1OCc1nc2ccc(S(=O)(=O)N3CCOCC3)cc2[nH]1	i	i
COC(=O)C1C(=O)C2=C(CC1C)NC(=O)CC2c1ccc(O)c(OC)c1 (stereo not given)	i	i
CCCCCCCN1C(Nc2ccccc2)=NC[C@@H]1Cc1ccccc1	i	i
NNC(=O)C(Cc1c[nH]c2ccccc12)NC(=O)c1ccccc1 (stereo not given)	i	i
CN(C(=O)Nc1ccc(Cl)cc1)c1c2c(nn1C)CCCC2	i	i
CC(C)COC(=O)n1c(=O)oc2ccc(S(=O)(=O)N3CCCCC3)cc21	i	i
COc1ccc(OCC(O)CN2CCN(CC(O)COc3ccc(OC)cc3)CC2)cc1 (stereo not given)	i	i
Cc1ccc(OCc2cc(C(=O)N3CCCC3)no2)cn1	i	i
COc1ccc(C(CC(=O)NCc2ccccc2)Sc2n[nH]c(-c3ccccc3)n2)cc1 (stereo not given)	i	i
COc1ccc(-n2c(O)c(C=Nc3ccccc3)c3ccccc3c2=O)cc1OC	i	i
Cc1cccc(N2CCN(C(=O)CCNS(=O)(=O)c3ccc4c(c3)oc(=O)n4C)CC2)c1C	i	i
C=CCn1c(SCC(=O)Nc2cc(NC(C)=O)ccc2OC)nnc1-c1cccnc1	i	i
Cc1c(NS(C)(=O)=O)c(=O)n(-c2ccccc2)n1C	i	i
CCOc1cc(CNCCN(C)C)c(Cl)cc1OCC(=O)NCCc1ccccc1	i	i
CCS(=O)(=O)N1CCC(C(=O)NCCc2ccc(C)cc2)CC1	i	i
COc1cc(NC(=O)COC(C)=O)c(C)cc1[N+](=O)[O-]	i	i
N#Cc1cc2c(nc1SCc1ccc(Cl)cc1)CCCC2	i	i
CCC(=O)N(CCC(c1ccco1)c1ccccc1OC)Cc1cccs1 (stereo not given)	i	i
COc1ccccc1C(=O)N=c1sc2c(C)ccc(OC)c2n1C	i	i
CC(C)CNC(=S)N1CCN(C(c2ccccc2)c2ccccc2)CC1	-5.9*	i
Cc1cc(C)c(S(=O)(=O)c2ccc(F)cc2C)c(=O)[nH]1	i	i
CCC(C(=O)NCc1ccco1)N(C(=O)CNS(=O)(=O)c1ccc(C)cc1)c1ccccc1F (stereo not given)	i	i
CCc1nnc(NC(=O)c2cccc(C(=O)Nc3nnc(CC)s3)n2)s1	i	i
COc1ccc(-n2c(SC(C)C(=O)Nc3ncc(Cl)cc3Cl)nc3ccccc32)cc1 (stereo not given)	i	i
Cc1ccc(/C=N/Nc2ccc(Cl)c(C(=O)O)c2)s1	i	i
COc1ccc(NC(=S)N2CCN(S(=O)(=O)c3ccccc3)CC2)cc1OC	i	i
Cc1csc(-c2cnn(-c3ccccc3)c2NC(=O)c2cccc(C(F)(F)F)c2)n1	i	i
Cc1ccc2cc(CN(Cc3nnnn3Cc3ccco3)CC3CCCO3)c(=O)[nH]c2c1C (stereo not given)	i	i
COc1ccc2[nH]c(=O)c(C3c4cc(OC)c(OC)cc4CCN3C(=O)c3ccco3)cc2c1 (stereo not given)	i	i
CCN(C1CCS(=O)(=O)C1)S(=O)(=O)c1cc(C)ccc1C (stereo not given)	i	i
CCOC(=O)c1c(-c2cccs2)csc1NC(=O)c1ccco1	i	i
CC(=O)Nc1ccccc1S(=O)(=O)CC1CC1(Cl)Cl (stereo not given)	i	i
O=C1OC(c2ccccc2)=N/C1=C\N1CCCCC1	i	i
CN(Cc1ccccc1)S(=O)(=O)c1ccc2c(c1)n(C)c(=O)n2C	i	i
O=c1oc2ccccc2c(Nc2cccc3ccccc23)c1[N+](=O)[O-]	i	i
C/C(=N\NC(=O)c1nonc1N)c1cccs1	i	i
CCCc1[nH][nH]c(=O)c1C(c1ccc(Br)cc1)C(C#N)C#N (stereo not given)	i	i
Cc1oc2ccc(NS(=O)(=O)c3ccc(F)cc3)cc2c1C(=O)O	i	i
C=CCn1cc(C(=O)N2CCc3ccccc3C2)c(=O)c2cc(S(=O)(=O)N(CC)CC)ccc21	i	i
CC12CCC(C(=O)N(c3ccccn3)c3ccccn3)(OC1=O)C2(C)C (stereo not given)	i	i
CCOC(=O)c1c(-c2ccccc2)[nH]c2ccc(O)cc12	i	i
CCN(CC)CCN1CNC(=S)N(c2ccccc2OC)C1	i	i
CCOC(=O)CCC(=O)N1CCNC(=O)C1	i	i
Cc1c(NC(=O)c2ccco2)cccc1C(=O)NN1C(=O)c2ccccc2C1=O	i	i
N#Cc1nc(-c2ccccc2Cl)oc1NCc1ccco1	i	i
Cc1c(NC(=O)c2cc(=O)[nH]c3ccccc23)c(=O)n(-c2ccccc2)n1C	i	i

(continued)
SMILES	KCNQ2 inh	CHT block
C#CCN1C(=O)C2(OCCO2)c2ccccc21	i	i
Cc1cccc(-n2c(N)c(-c3nc4ccccc4n3C)c3nc4ccccc4nc32)c1	i	i
Cc1cccc(NC(=O)c2cccnc2)c1C	i	i
CCOC(=O)C(=O)/C(=C\N(C)C)c1onc(-c2c(Cl)cccc2Cl)c1C(=O)OC	i	i
CC1CC(C)CN(CCCNC(=O)Cn2ncc3c([nH]c4ccccc43)c2=O)C1 (stereo not given)	i	i
COc1ccc(N2C(=O)CCC2(C#N)c2ccc(Br)cc2)cc1 (stereo not given)	i	i
O=C(NCc1ccccn1)c1ccc(Cl)c(NC2=NC3CS(=O)(=O)CC3S2)c1 (stereo not given)	i	i
CC(=O)n1cc(/C=N/NC(=O)c2ccccc2O)c2ccccc21	i	i
COc1cccc(OC)c1NC(=O)C1CCCN1C(=O)NCc1ccccc1 (stereo not given)	i	i
COCC(=O)Nc1cc(C(=O)Nc2cccc(C)c2C)ccc1Cl	i	i
O=C(CN1CCOCC1)Nc1ccc(OCc2ccccc2)cc1	i	i
COc1ccc(C(=O)Nc2nnc(SCC(=O)NC3CC3)s2)cc1	i	i
Cc1cc(C)nc(N(C#N)CN2C(=O)c3ccccc3S2(=O)=O)n1	i	i
Cc1ccc(N2C(=O)C3C4C=CC(CC4)C3C2=O)cc1[N+](=O)[O-] (stereo not given)	i	i
COC(=O)CCc1sc(Nc2ccccc2)nc1-c1ccc(OC)cc1	i	i
Cc1ccc(-c2ccc(S(=O)(=O)N3CCCC3)cc2)cc1	i	i
O=C1C(Cl)=C(N2CCOCC2)C(=O)N1c1ccccc1Cl	i	i
CN1C(=O)Cc2cc(S(=O)(=O)Nc3ccc(Cl)cc3)ccc21	i	i
COc1ccc(-c2nc(CS(=O)(=O)CC(=O)NCc3cccc(F)c3)c(C)o2)cc1	i	i
COCCNC(=S)N1CCc2cc(OC)c(OC)cc2C1COc1cc(C)cc(C)c1 (stereo not given)	i	i
COCCNC(=O)Cn1nc(-c2ccccc2OC)ccc1=O	i	i
Cc1cc(C)c2sc(NNC(=O)c3ccc(S(=O)(=O)N4CCc5ccccc5C4)cc3)nc2c1	i	i
CCCN(c1nc(C)cc(OC)n1)S(=O)(=O)c1ccccc1	i	i
O=C(O)c1ccc(S(=O)(=O)c2ccc3c(c2)C(=O)N(Cc2ccco2)C3=O)cc1	i	i
CC1CN(CCOc2ccc(Cl)cc2Cl)CC(C)O1 (stereo not given)	i	i
O=S(=O)(Nc1ncccn1)c1ccccc1	i	i
COCc1cc(C)nc2sc(C(=O)OC(C)C)c(N)c12	i	i
CNC(=O)/C(C#N)=C/c1ccc(-c2ccccc2[N+](=O)[O-])o1	i	i
CCn1cnc2c1c(=O)n(CC(=O)OC)c(=O)n2Cc1ccccc1	i	i
CN(/N=C/c1cccnc1)c1cnc2ccccc2n1	i	i
Cc1c(C(=O)N2CCC(C)CC2)sc2ncnc(N(C)c3ccccc3)c12	i	i
CS(=O)(=O)N(CC(=O)N1CCCCC1)Cc1ccc(Cl)cc1	i	i
CCCNc1c(NC(=O)c2ccc3c(c2)OCO3)c(=O)oc2ccccc12	i	i
Cc1c(C(=O)N(Cc2ccccc2)C2CCS(=O)(=O)C2)oc2ccccc12 (stereo not given)	i	i
O=C(Nc1nc(-c2ccc(Cl)s2)cs1)c1cccs1	i	i
CC(=O)Nc1ccc(OCC(=O)NCCc2ccc(Cl)cc2)cc1	i	i
COc1ccc(NC(=O)C2CCCN2C(=O)NC2CCCCC2)c(OC)c1 (stereo not given)	i	i
Cc1ccc(CN2CCSc3ccc(C(=O)NCCCN4CCN(C)CC4)cc32)cc1	i	i
CC(C)OCCCNc1ncnc2c1[nH]c1ccc(F)cc12	i	i
CC(C)Oc1ccc(S(=O)(=O)N2CCCCC2)cc1NC(=O)C1CSC2(C)CCC(=O)N12 (stereo not given)	i	i
COc1cc2c(cc1OC)C(c1ccccc1N)=NCC2	i	i
COCCNC(=O)C(c1cccc(OC)c1)N(Cc1cccs1)C(=O)Cn1nnc2ccccc21 (stereo not given)	i	i
O=C(COC(=O)c1cncc(Br)c1)NCc1ccc(F)cc1	i	i

In the list so far, 15 contain an NH in an aromatic ring:
SMILES	KCNQ2 inh	CHT block
CCOC(=O)Cc1[nH]nc2c1C(c1ccoc1)C(C#N)=C(N)O2 (stereo not given)	i	i
O=C(CSc1n[nH]c(=O)[nH]c1=O)NC1CC1	i	i
C=CCCCCCCCCc1nc(=S)[nH][nH]1	i	i
Cc1cccc2cc(COC(=O)c3ccccn3)c(=O)[nH]c12	i	i
Cc1ccccc1OCc1nc2ccc(S(=O)(=O)N3CCOCC3)cc2[nH]1	i	i
NNC(=O)C(Cc1c[nH]c2ccccc12)NC(=O)c1ccccc1 (stereo not given)	i	i
COc1ccc(C(CC(=O)NCc2ccccc2)Sc2n[nH]c(-c3ccccc3)n2)cc1 (stereo not given)	i	i
Cc1cc(C)c(S(=O)(=O)c2ccc(F)cc2C)c(=O)[nH]1	i	i
Cc1ccc2cc(CN(Cc3nnnn3Cc3ccco3)CC3CCCO3)c(=O)[nH]c2c1C (stereo not given)	i	i
COc1ccc2[nH]c(=O)c(C3c4cc(OC)c(OC)cc4CCN3C(=O)c3ccco3)cc2c1 (stereo not given)	i	i
CCCc1[nH][nH]c(=O)c1C(c1ccc(Br)cc1)C(C#N)C#N (stereo not given)	i	i
CCOC(=O)c1c(-c2ccccc2)[nH]c2ccc(O)cc12	i	i
Cc1c(NC(=O)c2cc(=O)[nH]c3ccccc23)c(=O)n(-c2ccccc2)n1C	i	i
CC1CC(C)CN(CCCNC(=O)Cn2ncc3c([nH]c4ccccc43)c2=O)C1 (stereo not given)	i	i
CC(C)OCCCNc1ncnc2c1[nH]c1ccc(F)cc12	i	i

Screening data as filed in PubChem BioAssay.

Random draw from the library; overall some 1.9% were active at least once.
